BoNT-F LC inh: BoNT F light chain protease inhibition; inhibition, % at 10 µM; 0.22% of 360,000 active; AID 588497; Multiplex microsphere protease cleavage assay, flow cytometry; in the data active means inhibition above about 35%, passing the limit was not always enough; inconclusive means no clear call, values can overlap the other calls; further: plate controls were buffer without enzyme for full effect and enzyme alone for no effect
BoNT A protease: blocks Botulinum neurotoxin A light chain protease; multiplex microsphere protease substrate cleavage, flow cytometry; inhibition, % at 10 µM; 0.17% of 360,000 active; further: plate controls were buffer without enzyme for full effect and enzyme alone for no effect
Anthrax LF inh2: inhibitors of Bacillus anthracis lethal factor protease | P15917 | multiplex microsphere protease cleavage assay, LF | inhibition, % at 10 µM | 0.12% of 360,000 active; further: plate controls were buffer without enzyme for full effect and enzyme alone for no effect
Target sequence (P15917 whole entry, looked up): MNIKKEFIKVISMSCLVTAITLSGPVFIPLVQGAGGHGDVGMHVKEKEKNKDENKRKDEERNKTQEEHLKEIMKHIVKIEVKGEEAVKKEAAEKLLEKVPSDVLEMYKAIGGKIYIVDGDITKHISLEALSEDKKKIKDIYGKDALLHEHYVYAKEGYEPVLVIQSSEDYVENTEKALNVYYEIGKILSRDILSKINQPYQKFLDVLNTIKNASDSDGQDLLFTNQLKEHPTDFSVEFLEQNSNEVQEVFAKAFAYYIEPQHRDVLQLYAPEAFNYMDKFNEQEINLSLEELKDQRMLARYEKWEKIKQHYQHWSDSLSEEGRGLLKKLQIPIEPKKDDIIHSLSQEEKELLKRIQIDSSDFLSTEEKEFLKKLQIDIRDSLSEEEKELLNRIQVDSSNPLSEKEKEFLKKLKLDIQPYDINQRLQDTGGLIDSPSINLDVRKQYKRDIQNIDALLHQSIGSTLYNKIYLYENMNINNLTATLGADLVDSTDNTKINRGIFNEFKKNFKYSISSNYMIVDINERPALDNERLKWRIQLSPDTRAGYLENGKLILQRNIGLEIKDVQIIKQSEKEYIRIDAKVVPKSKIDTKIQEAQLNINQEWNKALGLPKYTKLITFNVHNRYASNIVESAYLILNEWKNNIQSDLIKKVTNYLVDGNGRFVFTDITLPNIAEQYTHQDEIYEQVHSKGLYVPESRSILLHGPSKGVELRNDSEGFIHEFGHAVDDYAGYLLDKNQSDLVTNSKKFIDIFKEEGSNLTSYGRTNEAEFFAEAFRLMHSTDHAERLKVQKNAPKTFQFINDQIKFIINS
MazF activator: activators of E. coli MazEF toxin-antitoxin RNase. P0AE70. FAM/BHQ RNA-DNA oligo cleavage fluorescence, 5 h. activation, % at 20 µM. 0.32% of 350,000 active; in the data active means activation above about 50%
Target sequence (P0AE70 whole entry, looked up): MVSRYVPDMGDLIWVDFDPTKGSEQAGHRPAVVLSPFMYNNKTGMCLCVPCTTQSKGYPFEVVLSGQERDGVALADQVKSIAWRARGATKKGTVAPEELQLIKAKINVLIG
DUSP3 inh: inhibitors of human VHR1 phosphatase (DUSP3). recombinant VHR phosphatase, pNPP absorbance. inhibition, % at 13.3 µM. 0.52% of 290,000 active; in the data active means inhibition above about 50%; further: some compounds called inactive have numbers as strong as hits
Target sequence (P51452 whole entry, looked up): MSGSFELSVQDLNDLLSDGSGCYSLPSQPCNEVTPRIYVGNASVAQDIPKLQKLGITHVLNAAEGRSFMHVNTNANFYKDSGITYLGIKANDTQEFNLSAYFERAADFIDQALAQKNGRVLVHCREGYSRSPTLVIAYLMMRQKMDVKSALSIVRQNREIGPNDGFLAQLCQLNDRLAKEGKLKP
3CLpro inhibitor: SARS-CoV 3CLpro protease inhibition | AID 1706 | recombinant SARS-CoV 3CLpro, quenched FRET peptide cleavage | inhibition, % at 6 µM | 0.14% of 290,000 active | P0C6X7; in the data active means inhibition above about 12%
CCHF vOTU inh: blocks the CCHF virus ovarian tumor domain protease. CCHFV vOTU protease, Pep-AMC fluorescence. 0.55% of 370,000 active. inhibition, % at 11.5 µM; in the data active means inhibition above about 30%; further: 0% = vehicle wells with enzyme and 100% = no enzyme wells
SSB-PriA inh: blocks PriA binding to SSB C-terminal tail; AlphaScreen SSBct-PriA binding, biotinylated peptide; inhibition, % at 33 µM; 0.6% of 430,000 active; in the data active means inhibition mostly above about 37%, no sharp cut-off; inactive means mostly below about 20%;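 further: plate controls were negative control peptide for no effect and reference peptide for full effect; strong numbers were not always called active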
Rv3671c inh: Rv3671c (M. tuberculosis) protease inhibition; P9WHR9; inhibition, % at 5.96 µM; 0.048% of 320,000 active; AID 2606; in the data active means inhibition above about 38%;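 further: extracellular domain of Rv3671c used as enzyme; 0% = enzyme with DMSO and 100% = no enzyme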
PrPC TRFRET: inhibitors of human cell surface prion protein PrPC. P04156. TR-FRET read-out. inhibition, % at 13.8 µM. 0.43% of 370,000 active. AID 720596; in the data active means inhibition above about 24%; further: 0% = median of the test wells and 100% = reference compound wells
Numbers without * were called inactive; ? = inconclusive; . = no result given; & = joins results of further samples. Unless noted, no stated cut-off is given here; in the data, active means inhibition above about 30%; inconclusive means no clear call, values can overlap the other calls; inactive means below that. Not all compounds are listed; count on the stated rates, not on these rows.

SMILES	BoNT-F LC inh	BoNT A protease	Anthrax LF inh2	MazF activator	DUSP3 inh	3CLpro inhibitor	CCHF vOTU inh	SSB-PriA inh	Rv3671c inh	PrPC TRFRET
C[C@H](CO)N1C[C@H](C)[C@H](CN(C)C(=O)Nc2cccc(Oc3ccccn3)c2)OCc2cnnn2CCCC1=O	2	-0.4	0	2	.	.	-5	.	.	7
O=C(/C=C/Nc1ccc(F)c(F)c1)c1ccc(Br)cc1	-18	-1.7	-1	-5	-5	1	-4	-9	-11	-4
CC[C@@H](C)[C@H](CNC)NC[C@@H](Cc1cccc2ccccc12)NCCc1cccc(C(F)(F)F)c1	-56	0.2	-13	5	29	5	11	-14	5	-8
Cc1ccccc1Cn1c(=N)n(CC(=O)c2ccco2)c2ccccc21	7	0.0	-1	21	21	4	14	-1	3	-2
COc1ccc(-c2ccc(-c3noc(-c4ccccc4)n3)c(OC)n2)cc1	-9	0.4	-2	-16	6	0	-29	-6	-15	2
Cc1ccc(C2(C)NC(=O)N(CC(=O)Nc3ccc(-c4nc5ccc(C)cc5s4)cc3)C2=O)cc1 (centres undefined)	1	1.1	-6	-24	-9	4	-16	3	-181	2
COc1ccc(NC(=O)CN2C(=O)CSc3ccc(S(=O)(=O)N4CCC(C)CC4)cc32)cc1	4	2.6	-1	2	2	4	27	-12	1	19
CCc1ccc(OCC(=O)Nc2ccc(CN3CCCCC3)cc2)cc1	6	-0.8	0	12	6	0	-2	10	0	-4
Cn1c(=O)n(Cc2ccco2)c(=N)c2c3c(sc21)CCC3	0	0.4	2	24	-28	4	-10	9	-7	-3
COc1cccc(/C=C/C(=O)OCC(=O)Nc2cccc(S(=O)(=O)N3CCCCC3)c2)c1OC	3	0.4	1	-2	-10	4	6	1	-89	10
CC1CN(CCn2cnc3c(N)ncnc32)CC(C)O1 (centres undefined)	?	?	-4	-9	18	1	2	-12	0	-7
O=C(Cn1c(=O)n(CCC(=O)N2CCc3ccccc3C2)c(=O)c2ccccc21)NCC1CCCO1 (centres undefined)	7	1.3	6	2	-11	2	17	-14	.	3
O=C(CN1CCN(c2ccccn2)CC1)N1CCc2ccccc21	-6	-1.7	-3	2	19	-1	-2	-2	1	1
Cc1ccc2[nH]c(CCN(C)C)c(CN3CCOCC3)c2c1	-7	-0.9	-4	1	.	.	-12	10	-10	-1
O=C(c1ccc2nccnc2c1)N1CCN(c2cccc(C(F)(F)F)c2)CC1	-3	-0.7	-3	-21	.	.	9	5	-3	-4
Cc1ccnc(NS(=O)(=O)c2ccc(NC(=O)Cc3ccc(Cl)cc3)cc2)n1	0	0.0	2	4	2	-1	1	-7	3	-2
c1ccc(-c2cn3ccccc3n2)cc1	-5	-0.6	-5	2	.	.	-2	3	.	-1
CC1=C([N+](=O)[O-])C(c2ccc3c(c2)OCO3)N(C)C(=O)N1C (centres undefined)	?	-2.5	27	4	-7	3	-5	-2	5	-15
O=C(Nc1cccnc1)c1cccc(S(=O)(=O)N2CCCC2)c1	-3	-0.2	-7	-7	13	-3	-5	-5	6	-3
CNC(=O)c1c(O)c2cccc3c2n(c1=O)CC3	-2	-0.1	-6	1	.	-3	23	-10	-13	5
COc1ccc(OCC(=O)Nc2ccccc2Cl)cc1	-3	0.2	2	4	1	-1	-14	-6	16	4
COc1ccc(-c2c(-c3ccc4c(c3)OCO4)noc2C)cn1	-1	-0.3	-7	6	-3	-6	12	-15	-7	10
CC(=O)c1ccccc1NC(=O)CSc1nc2ccccc2c(=O)n1CCCN1CCOCC1	-5	-0.1	-3	9	.	.	-12	0	-1	-2
CS(=O)(=O)N1CCC(C(=O)Nc2ccccc2Sc2ccccc2)CC1	4	0.5	-2	1	-4	0	-6	-4	-5	4
Cc1cc(NC(=O)c2ccc(NC(=O)CC(C)C)cc2)no1	9	4.7	-4	-1	39	-1	0	2	-3	-2
NC(=O)NC(=O)COC(=O)CCSc1ccccc1	2	0.6	-8	-4	22	1	16	5	0	9
CCN1CCN(C(=O)/C=C/c2ccc(F)cc2)CC1	.	.	.	-2	.	.	6	-5	-7	-7
O=C1c2ccccc2C(c2nnnn2-c2ccc3c(c2)OCCO3)N1Cc1ccc(F)cc1 (centres undefined)	5	0.3	-6	.	.	.	12	.	.	10
CCOC(=O)N1CCC(N2Cc3cccc(C(=O)Nc4cccc(F)c4)c3C2=O)CC1	-1	-0.8	2	3	-5	2	-4	4	-6	-3
NC(=O)C1CCN(c2ccc([N+](=O)[O-])cc2Cl)CC1	-5	1.5	-1	11	1	3	-11	3	5	-12
CN(C)CCCN(Cc1cc2cc3c(cc2[nH]c1=O)OCCO3)C(=O)NC1CCCCC1	-5	0.0	-1	10	36	2	-17	7	13	15
COc1ccc(-n2c(SCC(=O)Nc3cc(C)on3)nc3c(c2=O)SC(C)C3)cc1 (centres undefined)	4	-0.5	6	-14	.	.	9	.	.	-13
COc1ccc(CC(=O)N/N=C/c2cccn2-c2ccc([N+](=O)[O-])cc2)cc1OC	-7	0.4	-1	2	-8	4	7	.	-5	-16
C[C@H](CO)N1C[C@H](C)[C@@H](CN(C)S(=O)(=O)c2ccccc2)Oc2ccc(NC(=O)Nc3ccc4c(c3)OCO4)cc2C1=O	5	-0.5	-6	0	.	.	-8	10	2	7
O=C(NC1CCCCC1)C1CCCN1C(=O)NCc1ccccc1 (centres undefined)	0	0.0	2	-2	-6	-1	-4	-7	-13	-3
CC(=O)OC[C@H]1O[C@@H](n2ncc(=O)[nH]c2=O)[C@H](OC(C)=O)[C@@H]1OC(C)=O	-4	-0.1	-12	-1	9	-5	.	-4	7	.
O=C1c2ccccc2C(O)N1c1ccccc1 (centres undefined)	?	-4.4	6	3	6	4	-13	-6	4	13
COc1ccc(N2CCN(C(=O)CCNC(=O)c3ccccc3)CC2)cc1	-3	0.2	2	-2	21	5	-7	-3	-8	7
CC(=NNC(N)=O)C1CC2CCC1CC2 (centres undefined)	-4	0.0	-8	8	.	.	0	.	.	1
C=CC[C@H](CC(=O)N[C@H](CO)Cc1ccccc1)C(=O)N[C@H](COC(=O)[C@@H](CC=C)CC(=O)OC(C)(C)C)Cc1c[nH]c2ccccc12	2	0.3	-12	-1	.	.	24	11	-7	4
CC(NS(=O)(=O)c1ccc(OCC(=O)N2CCOCC2)c(Cl)c1)c1ccccc1 (centres undefined)	-30	-0.2	-5	-2	-8	-3	0	2	1	3
CCN(C[C@H]1N[C@@](Cc2ccccc2)(C(=O)OC)[C@H]2C(=O)N(Cc3ccccc3)C(=O)[C@@H]12)C(=O)COc1ccccc1	-4	0.1	-1	-3	.	.	1	0	4	1
O=C(NC1CCCCCCC1)c1ccccc1-c1ccccc1	-20	-1.6	-1	3	-6	1	13	-10	0	-2
COC(=O)CCC(=O)Nc1cc(S(=O)(=O)Nc2ccc(Cl)cc2)ccc1N1CCOCC1	-3	-0.4	-2	-3	0	4	-2	-7	-5	9
CCN1C(=NCCc2cccnc2)N[C@@H](c2ccccc2)C(C(=O)OC)=C1C	.	.	.	1	21	-5	.	-7	-9	.
Cc1cc(C)n(-c2nc(NCC3CCCO3)c3c4c(sc3n2)COC(C)(C)C4)n1 (centres undefined)	.	.	.	9	35	-1	-27	-17	-3	6
CCNC(=O)COC(=O)CCC(=O)c1cccs1	-11	-1.7	-3	-3	4	-5	-14	-7	-9	-5
COC(=O)c1ccc(-c2noc(CN3CCCC(CNC(C)=O)C3)n2)cc1 (centres undefined)	-4	0.2	-3	-2	4	4	6	2	1	3
CS(=O)(=O)c1nc(S(=O)(=O)c2ccc(Cl)cc2)c(N2CCOCC2)s1	-3	7.1	5	13	23	-5	17	6	7	1
O=C(COC(=O)c1ccc(F)c(S(=O)(=O)N2CCOCC2)c1)c1ccc(Br)cc1	-13	-1.5	-2	-7	.	.	0	-14	.	-5
COc1ccc(Br)c(C(=O)NNC(=O)c2ccc(NS(=O)(=O)c3cccs3)cc2)c1	-3	0.4	-1	-2	.	.	-13	-6	7	6
CC1CCN(CC(=O)Nc2ccccc2C#N)CC1	-1	-0.2	4	1	-2	1	8	1&-5	-4	-3
C=CCNC(=S)N1CCN(C2CCCCC2)CC1	-8	0.1	0	0	21	-4	2	-4	40*	-4
CN(CC(=O)N/N=C/c1ccc(F)cc1)S(=O)(=O)c1ccccc1	-8	-0.1	-11	-6	.	.	-1	.	.	-5
CCc1nc2ccccc2c(=O)n1NC(=O)c1c(O)c2ccccc2n(CC)c1=O	-5	0.5	2	7	26	-9	11	1	8	4
CC(=C/c1ccco1)/C=N/NC(=O)CSc1nnc(SCc2ccc(C)cc2)s1	-3	0.0	-4	-1	-8	3	-3	.	-8	4
CCCOc1ccc(-c2c(C(=O)N/N=C(\C)c3cccs3)nnn2-c2nonc2N)cc1	0	-0.3	-2	5	-7	7	10	.	1	2
O=C(NCCCO)C12CC3CC(CC(C3)C1)C2	-2	0.1	-2	5	.	3	0	-1	0	6
COc1ccc([C@H]2C[C@H](O)[C@@H](n3cc(COC(=O)c4ccccc4)nn3)CN2Cc2cccs2)cc1	-10	-0.5	-9	8	.	.	-6	.	.	7
COc1ccc(C(=O)N/C(=C\c2ccccc2)C(=O)NCc2cccnc2)cc1	6	-2.0	6	-3	14	-6	9	10	1	-12

Whole records, looked up by structure. Values in the order: BoNT-F LC inh	BoNT A protease	Anthrax LF inh2	MazF activator	DUSP3 inh	3CLpro inhibitor	CCHF vOTU inh	SSB-PriA inh	Rv3671c inh	PrPC TRFRET
Results for COc1ccc([C@H]2C[C@H](O)[C@@H](n3cc(COC(=O)c4ccccc4)nn3)CN2Cc2cccs2)cc1 : -10	-0.5	-9	8	.	.	-6	.	.	7
Results for CC(=C/c1ccco1)/C=N/NC(=O)CSc1nnc(SCc2ccc(C)cc2)s1 : -3	0.0	-4	-1	-8	3	-3	.	-8	4

Further results:
SMILES	BoNT-F LC inh	BoNT A protease	Anthrax LF inh2	MazF activator	DUSP3 inh	3CLpro inhibitor	CCHF vOTU inh	SSB-PriA inh	Rv3671c inh	PrPC TRFRET
O=C(O)c1ccc(-n2c(/C=C/c3ccccc3)nc3ccccc3c2=O)cc1	13	-0.1	3	1	38	0	4	-9	-12	-8
COC(=O)c1[nH]c2ccccc2c1NS(=O)(=O)c1ccc(OC)cc1OC	3	2.4	-14	4	10	1	-7	2	-3	-8
COc1ccccc1NC(=O)c1ccc(CSc2ccccc2)o1	2	-2.4	2	-2	7	3	22	-12&-12	-3	-3
c1ccc(CCN2CCCCC2)nc1	-3	-0.3	-6	-1	.	.	7	-9	.	8
CC(C(=O)Nc1ccccc1C(F)(F)F)N1CCN(C)CC1 (centres undefined)	?	4.4	-2	10	-16	1	7	3	-6	-11
CCN(CC)C(=O)c1ccc(/C=C/c2c[nH]c3ccccc23)[n+](C)c1	-7	-0.9	-2	-217	-20	-2	18	-2	-6	-33
O[C@@H]1CN(Cc2cccs2)[C@@H](c2ccc(Cl)cc2)C[C@H]1n1cc(C2CC2)nn1	-2	-0.5	0	4	.	.	4	.	.	-3
Cc1cc(NCc2ccco2)nc2cc(O)ccc12	-7	0.0	-9	4	14	-5	-128	-7	3	2
Cc1ccc(N(C(=O)c2csnn2)C(C(=O)NC2CCCCC2)c2ccccn2)cc1 (centres undefined)	0	1.1	-4	-2	17	-2	-2	7	5	2
COc1ccccc1[C@]1(C)ON(c2ccccc2C(F)(F)F)C1=O	4	0.0	-1	2	.	.	1	-12	-5	-5
CCn1ncc(Br)c1C(=O)Nc1ccccc1C(=O)OC	-6	-0.1	-6	1	.	1	2	1	-1	4

Exported with values under each structure: part of the list above
Second line of a record – BoNT-F LC inh, BoNT A protease, Anthrax LF inh2, MazF activator, DUSP3 inh, 3CLpro inhibitor, CCHF vOTU inh, SSB-PriA inh, Rv3671c inh, PrPC TRFRET
O[C@@H]1CN(Cc2cccs2)[C@@H](c2ccc(Cl)cc2)C[C@H]1n1cc(C2CC2)nn1
→ -2, -0.5, 0, 4, ., ., 4, ., ., -3
Cc1cc(NCc2ccco2)nc2cc(O)ccc12
→ -7, 0.0, -9, 4, 14, -5, -128, -7, 3, 2
Cc1ccc(N(C(=O)c2csnn2)C(C(=O)NC2CCCCC2)c2ccccn2)cc1 (centres undefined)
→ 0, 1.1, -4, -2, 17, -2, -2, 7, 5, 2
COc1ccccc1[C@]1(C)ON(c2ccccc2C(F)(F)F)C1=O
→ 4, 0.0, -1, 2, ., ., 1, -12, -5, -5

Screening results: PubChem BioAssay, several laboratories
